Screens from PubChem BioAssay.
EPAC2 agonist: qHTS for Agonist of cAMP-regulated guanine nucleotide exchange factor 4 (EPAC2): primary screen; EPAC2 activation, biochemical qHTS; response scale: 100% = 6.5 mM cAMP response; 360,000 tested, 0.079% active; Rap guanine nucleotide exchange factor 4 (Homo sapiens), Q8WZA2; Potency, µM (titrated, usually from 154 µM), inactives show at the top dose activation, actives largely listed as activators; further: potency means the concentration at half of the fitted maximal effect; nearly all actives have a fitted effect of over 50% in size
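In this primary screen, activation is scored as increased exchange of BODIPY-GDP from Rap1B by 100 nM EPAC2, with 50 uM GDP as competitor. Signal is normalized to the 6.5 mM cAMP agonist control.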
Akt phos inh: HTS Assay for Inhibitors of Akt Phophorylation: Primary Screen; Neuro2A IGF-stimulated pAkt S473 HTRF, 20 min; active compounds read low; activity change, % for hits at 50 µM; 360,000 tested, 0.32% active; in the data active means activity change below about -80%; inconclusive means mostly about -51% to -80%; further: on the % scale 0 is the no-effect control and ±100 the full control effect
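Single-point screen (50 µM final compound) in Neuro2A cells stimulated 20 min with 6 nM IGF at 37 deg C. After lysis, Ser473-phosphorylated Akt read by HTRF (ex 330 nm, em 615/665 nm) as the 665/615 ratio.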
D3 antag: qHTS of D3 Dopamine Receptor Antagonist: qHTS | D(3) dopamine receptor (Homo sapiens), P35462 | D3R cells, DiscoveRx beta-arrestin luminescence, antagonist mode; active compounds read low | max response, negative = inhibition, % | 360,000 tested, 2.5% active; in the data active means max response below about -50%; inconclusive means no clear call, values can overlap the other calls; further: on the % scale 0 is the no-effect control and ±100 the full control effect; mostly tested at two doses, the higher about 12 µM
Target sequence (P35462 whole entry, looked up): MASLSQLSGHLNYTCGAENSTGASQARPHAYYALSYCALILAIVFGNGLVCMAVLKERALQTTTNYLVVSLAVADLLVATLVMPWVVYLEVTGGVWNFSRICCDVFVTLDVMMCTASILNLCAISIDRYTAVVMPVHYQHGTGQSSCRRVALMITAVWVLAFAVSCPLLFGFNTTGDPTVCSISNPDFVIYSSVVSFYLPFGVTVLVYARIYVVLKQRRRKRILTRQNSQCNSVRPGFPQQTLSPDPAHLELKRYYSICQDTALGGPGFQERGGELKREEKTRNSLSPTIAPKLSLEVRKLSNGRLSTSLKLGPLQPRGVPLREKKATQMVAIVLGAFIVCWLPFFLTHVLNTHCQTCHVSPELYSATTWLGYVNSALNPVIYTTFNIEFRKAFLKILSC
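Cells expressing the human receptor were seeded at 1500 cells/well, incubated overnight at 37 degrees C in 5% CO2, then exposed to library compounds with dopamine controls for 90 minutes at 37 degrees C before luminescent detection.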
MmCpn inh: Inhibitors of TCP-1 ring complex (TRiC) of Methanococcus maripaludis (MmCpn): qHTS. 330,000 tested, 0.031% active. Potency, µM (doses to about 76.9 µM), for the others: top-dose activity, negative = inhibition, most hits filed as inhibitors. Chaperonin Mm-Cpn (Methanococcus maripaludis). purified Mm-Cpn ATPase, ADP Transcreener TR-FRET; further: potency means the concentration at half of the fitted maximal effect; on the % scale 0 is the no-effect control and ±100 the full control effect; nearly all actives have a fitted effect of over 80% in size
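Measured: ADP formation by purified Mm-CPN. Conditions: 25 nM protein, 10 uM ATP, Tris pH 7.4 with Mg2+, K+ and DTT, 37°C for 30 min. Detection: Transcreener HTRF after 30 min at room temperature.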
EPAC2 antagonist: qHTS for Antagonist of cAMP-regulated guanine nucleotide exchange factor 2 (EPAC2): primary screen | 360,000 tested, 0.18% active | EPAC2 GEF exchange of Rap1B-BODIPY-GDP, fluorescence | Potency, µM (top dose mostly 114 µM), for inactives: at the top dose activity, negative = inhibition, usual class: inhibitors | Rap guanine nucleotide exchange factor 4 (Homo sapiens), Q8WZA2 | AID 720708, 2013; further: potency means the concentration at half of the fitted maximal effect; on the % scale 0 is the no-effect control and ±100 the full control effect; nearly all actives have a fitted effect of over 45% in size; many of its hits are not listed in these tables
D3 ag: qHTS of D3 Dopamine Receptor Agonist: qHTS. D(3) dopamine receptor (Homo sapiens), P35462. 410,000 tested, 0.58% active. D3R DiscoveRx beta-arrestin cells, luminescence, 90 min. max activation, %; in the data active means max activation above about 30%; further: 0% is about no effect; mostly tested at two doses, the higher about 12 µM
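Agonist mode: compounds and dopamine controls were applied to plated cells for 90 min at 37 degrees C after an overnight attachment at 1500 cells/well. Luminescent read-out followed 30 - 60 minutes at room temperature with DiscoveRx detection reagent.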
CCT chaperon mod: High-Throughput Screening for Modulators of Cytosolic Chaperonin Activity; AID 651819, 2012; 360,000 tested, 0.3% active; purified chaperonin ATPase assay, HTRF ADP detection, 30 min; activity change, % (test concentration not listed), hits read low; in the data active means activity change below about -30%; further: on the % scale 0 is the no-effect control and ±100 the full control effect
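We incubate TRiC, 40 or 20 nM final, with library compounds at 76 uM and 10 uM ATP for 30 min at 37 °C. ADP formed is detected with Transcreener HTRF reagents after 30 min at room temperature.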
PTHR1 agonist: qHTS for PTHR1 Agonists: Primary Screen; Parathyroid hormone/parathyroid hormone-related peptide receptor (Homo sapiens), Q03431; HEK293 GP2 PTHR1 cells, GloSensor cAMP luminescence, 1 h; Potency, µM (series often up to 115 µM), without a hit: at the highest dose activation, actives largely listed as activators; 410,000 tested, 0.075% active; AID 743266, 2014; further: potency means the concentration at half of the fitted maximal effect; nearly all actives have a fitted effect of over 55% in size; some results filed as inactive show a strong effect at the top dose; inactives centre near -15; many of its hits are not listed in these tables
Target sequence (Q03431 whole entry, looked up): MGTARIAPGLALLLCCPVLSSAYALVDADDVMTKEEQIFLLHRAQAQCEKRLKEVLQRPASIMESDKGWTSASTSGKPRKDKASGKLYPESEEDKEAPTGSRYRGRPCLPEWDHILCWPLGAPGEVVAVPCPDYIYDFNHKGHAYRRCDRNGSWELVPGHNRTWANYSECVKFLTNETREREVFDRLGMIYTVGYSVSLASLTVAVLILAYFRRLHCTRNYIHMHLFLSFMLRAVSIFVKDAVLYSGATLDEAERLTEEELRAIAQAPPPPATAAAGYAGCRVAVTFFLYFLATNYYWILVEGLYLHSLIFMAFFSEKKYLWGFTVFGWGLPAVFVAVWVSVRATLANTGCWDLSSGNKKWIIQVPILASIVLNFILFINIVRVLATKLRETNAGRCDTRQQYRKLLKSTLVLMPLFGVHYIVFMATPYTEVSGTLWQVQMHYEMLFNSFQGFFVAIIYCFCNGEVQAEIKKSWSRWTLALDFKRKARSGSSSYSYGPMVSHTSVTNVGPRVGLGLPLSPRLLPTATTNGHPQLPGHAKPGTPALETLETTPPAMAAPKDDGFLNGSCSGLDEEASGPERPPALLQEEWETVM
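HEK-293-derived GP2 cells expressing PTHR1 and a GloSensor cAMP reporter, 3,000/well, plated overnight, given luciferin plus IBMX (each 0.5 mM as added) for 1 h at 37 °C, then compound for 1 h at 37 °C. Luminescence was read after 15 min at room temperature.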
* marks the source's active call; other numbers are inactive results; i = inactive; ? = inconclusive; / = no result given; [ ] = dose if it differs, or a comment. Unless noted, the call rests on the fitted dose curve; in most records, active means well fitted curve in the direction sought with a large enough effect; inconclusive means small, poorly fitted or top-dose-only effect, or another doubt; inactive means no such curve, though single readings can be large; an effect the other way counts as inactive or inconclusive.

cpd	molecule	EPAC2 agonist	Akt phos inh	D3 antag	MmCpn inh	EPAC2 antagonist	D3 ag	CCT chaperon mod	PTHR1 agonist
1	C=CCN(C(=O)c1csnn1)C(C(=O)NC1CCCCC1)c1ccccc1F (stereo not drawn)	2%	i	10	-3%	6%	-4	-0.2	i
2	O=C(COC(=O)c1cncc(Br)c1)NCC12CC3CC(CC(C3)C1)C2	5%	i	0	-7%	-25%	-2	-8.8	-1%
3	CC1CC(C)CN(C(=O)CCc2nnc3ccc(N4CCCCC4)nn23)C1 (stereo not drawn)	0%	i	-17	-3%	-5%	-13	1.1	i
4	NS(=O)(=O)c1ccc(CCNC(=O)Nc2ccc(Cl)cc2)cc1	2%	i	6	3%	-3%	-2	-2.5	-30%
5	CCCCS(=O)(=O)N1CCN(S(=O)(=O)c2ccc(Cl)s2)CC1	9%	i	1	-2%	2%	0	-4.7	-14%
6	CSc1nc2ccc(NC(=O)c3c(F)cccc3F)cc2s1	0%	i	-5	-2%	-10%	5	-0.4	-9%
7	COc1ccccc1Oc1ncnc2c1oc1ccccc12	12%	i	4	1%	79µM*	1	-0.8	i
8	CCc1cc2c(=O)c(-c3ccon3)c(N)oc2cc1OC	6%	i	-13	-3%	0%	-19	-0.3	-13%[57.5 µM]
9	CCOc1ccc(Nc2ccc3nonc3c2[N+](=O)[O-])cc1	4%	i	13	-5%	2%	-2	0.2	-14%
10	COC(=O)C(NC(=O)c1ccccc1)c1ccccc1 (stereo not drawn)	2%	i	17	-2%	0%	2	-1.1	i
11	O=C1CCC(C(=O)NCCN2C(=O)S/C(=C\c3cccnc3)C2=O)=NN1	-7%	i	?	0%	2%	1	0.2	-25%
12	CC(=O)Nc1ccc(S(=O)(=O)N(C)CC(=O)OCC(=O)N2CCCC2=O)cc1	2%	i	9	-3%	5%	3	-3.4	-3%
13	O=C1C2CC=CCC2C(=O)N1CC(=O)N(Cc1ccccc1)C1CCS(=O)(=O)C1 (stereo not drawn)	-1%	i	14	0%	2%	0	1.9	-40%[inhibitor][57.5 µM]
14	Cc1c(-n2c(CN3C(=O)c4ccccc4C3=O)nc3ccccc3c2=O)c(=O)n(-c2ccccc2)n1C	-8%	i	0	/	12%	12	0.1	i
15	Oc1ccccc1/C=C/c1noc(-c2ccccc2O)n1	-10%	i	0	-1%	8%	-1	-3.7	-50%[inhibitor]
16	Cc1ccc(CNC(=O)c2ccc(N3CCC4(CC3)CC(c3cccc(Br)c3)=NO4)c(NC(=O)c3ccc(Br)cc3)c2)cc1	-4%	i	19	-12%	20%	1	-1.2	i
17	Cc1ccccc1CS(=O)(=O)Cc1ccc(C(=O)NC2CCCC2)o1	0%	i	-24	3%	-2%	-2	-3.0	0%
18	CC(C)n1ncc2c(C(=O)Nc3ccc(S(N)(=O)=O)cc3)cc(C3CC3)nc21	-8%	i	-10	-2%	-3%	-3	-2.4	i
19	FC(F)(F)c1cnc(Sc2nc3nccc(-c4ccc(Cl)cc4)n3n2)c(Cl)c1	-2%	i	?	-1%	-2%	-29	1.8	i
20	O=C(Cn1nnc2c(cnn2-c2ccc(F)cc2)c1=O)OC1CCCCC1	4%	i	2	1%	8%	3	0.3	-94%[inhibitor]
21	CC(C)C(=O)Nc1ccc([N+](=O)[O-])cc1Br	4%	i	6	-1%	6%	0	1.8	i
22	CC(Oc1ccccc1)c1nnc(N)s1 (stereo not drawn)	7%	i	11	1%	1%	0	0.0	i
23	COc1ccc(Cl)cc1NC(=S)N1CCC(c2ccc(C)cc2)C1 (stereo not drawn)	15%	i	-3	-6%	-9%	4	-0.1	i
24	COc1ccc(C(=O)Nc2ccc(OCC(F)(F)C(F)F)c(C(F)(F)F)c2)cc1OC	-3%	i	29	-1%	-13%	7	0.6	-92%[inhibitor]
25	O=C(Cn1nc(C(=O)O)c2ccccc2c1=O)Nc1cccc(Br)c1	2%	i	16	2%	1%	-10	0.2	-4%
26	COc1ccc(C(=O)NCCNC(=O)c2cnccn2)cc1	10%	i	0	-1%	11%	-8	-3.4	i
27	CCOc1ccc(OCc2ccc(C(=O)N(C)c3ccccc3)o2)cc1	19%	i	-5	0%	-10%	1	-1.8	i
28	COc1cccc(NC(=O)c2nc3ncccn3n2)c1	8%	i	-21	/	-1%	-1	-0.8	-25%[57.5 µM]
29	CN1CCN(c2ccc(CNS(=O)(=O)c3ccsc3)cc2)CC1	1%	i	-6	-1%	1%	-15	-1.6	i
30	C=CCn1c(NCCO)nc2c1c(=O)n(C)c(=O)n2C	3%	i	4	1%	4%	13	2.3	i
31	COc1cc(C(=O)OCC(=O)N(C)Cc2ccccc2)cc(OC)c1OC	-4%	i	26	0%	5%	2	-7.9	-21%[57.5 µM]
32	CCOC(=O)C1(Cc2ccccc2)CCCCCC1=O (stereo not drawn)	10%	i	-2	/	-12%	-9	-7.9	-44%
33	CCS(=O)(=O)N1N=C(c2cccs2)CC1c1cc2cc(C)ccc2nc1Cl (stereo not drawn)	3%	i	-2	-19%	-7%	-12	-2.5	i
34	CC1=CC(Cc2ccccc2)N(C)C(C(N)=O)C1 (stereo not drawn)	7%	i	-9	/	0%	-5	-1.5	-25%
35	Cc1ccc(NC(=S)N2CCCCC2CO)cc1C (stereo not drawn)	9%	i	-12	3%	-3%	1	-4.7	i
36	COc1ccccc1Nc1nc(C2(C)CCC(=O)O2)cs1 (stereo not drawn)	10%	i	-7	0%	-2%	-7	-0.9	i
37	CCOC(=O)c1c(NC(=O)CSc2nnnn2C)sc(C)c1C	1%	i	47	0%	-2%	7	-1.5	i
38	Cc1cc(C)c(S(C)(=O)=O)c(Oc2ccc(C(C)(C)C)cc2)n1	-1%	i	1	-1%	-2%	-8	-0.5	-28%
39	Cc1ccc(C2=NCCNC2=O)c(C)c1	4%	i	17	1%	-5%	-8	-3.9	9%[57.5 µM]
40	CCOC(=O)c1csc(NC(=O)CSc2nnnn2-c2ccc(OCC)cc2)n1	0%	/	-24	0%	6%	-2	1.9	i
41	C[C@@H]1CN([C@H](C)CO)C(=O)CCCn2cc(nn2)CO[C@H]1CN(C)C(=O)Cc1ccccc1	17%	i	-24	/	5%	-8	-1.9	-11%
42	Cc1ccc(C(=O)Nc2ccccc2C(=O)N2CCN(c3ccccc3)CC2)cc1	7%	i	9	1%	-9%	3	-0.6	-3%
43	CC1c2ccsc2CCN1S(=O)(=O)c1ccccc1 (stereo not drawn)	-2%	i	5	1%	?	-8	0.1	i
44	Fc1ccc(CN2CC[C@H]3C=CCc4cccc(c43)C2)cc1	14%	i	-53*	1%	-24%	-60	-0.3	10%
45	O=Cc1cn(-c2ccccc2)nc1-c1cc2c(ccc3ccccc32)oc1=O	7%	i	27	-1%	9%	1	0.0	i
46	COc1ccc(CC(NC(C)=O)C(=O)NC2CCN(C(=O)c3ccc(Cl)cc3)CC2)cc1 (stereo not drawn)	7%	i	2	-4%	-3%	4	-2.0	-14%
47	COc1ccccc1N1CCN(C(=O)CSc2nc3ccccc3[nH]2)CC1	12%	i	26	0%	1%	11	-1.2	-17%[57.5 µM]
48	COC(=O)c1ccc(CNC(=O)COC(=O)c2cc(Cl)nc(Cl)c2)cc1	4%	i	-18	-3%	-2%	-1	-2.6	i
49	COCCN(C(=O)CSc1nnc(-c2ccccc2F)o1)c1c(N)n(Cc2ccccc2)c(=O)[nH]c1=O	2%	i	10	/	2%	-2	0.6	i
50	Cc1nnc(NCc2ccccc2)c2ccccc12	2%	i	5	-7%	-4%	-6	-1.5	i

Exported screen by screen: entries from further up.
[28] COc1cccc(NC(=O)c2nc3ncccn3n2)c1
[29] CN1CCN(c2ccc(CNS(=O)(=O)c3ccsc3)cc2)CC1
[30] C=CCn1c(NCCO)nc2c1c(=O)n(C)c(=O)n2C
[31] COc1cc(C(=O)OCC(=O)N(C)Cc2ccccc2)cc(OC)c1OC
entry no.,28,29,30,31
EPAC2 agonist,8%,1%,3%,-4%
Akt phos inh,i,i,i,i
D3 antag,-21,-6,4,26
MmCpn inh,/,-1%,1%,0%
EPAC2 antagonist,-1%,1%,4%,5%
D3 ag,-1,-15,13,2
CCT chaperon mod,-0.8,-1.6,2.3,-7.9
PTHR1 agonist,-25%[57.5 µM],i,i,-21%[57.5 µM]

(next part)
cpd	molecule	EPAC2 agonist	Akt phos inh	D3 antag	MmCpn inh	EPAC2 antagonist	D3 ag	CCT chaperon mod	PTHR1 agonist
51	S=c1[nH]nc(-c2cc(-c3ccco3)[nH]n2)n1-c1ccccc1	0%	i	?	-19%	-4%	-5	-0.6	i
52	CN(CC1CCCO1)S(=O)(=O)c1ccc(C(=O)Nc2nccs2)cc1 (stereo not drawn)	-1%	i	8	?	10%	-10	-1.4	-37%[inhibitor]
53	N#Cc1c(/N=C/C=C/c2ccccc2)sc2c1CCCC2	8%	i	-9	-4%	2%	19	-0.7	i
54	Cc1ccc(C(=O)CC2(O)C(=O)N(Cc3ccccc3Cl)c3ccccc32)o1 (stereo not drawn)	0%	i	-21	-1%	-4%	5	-0.1	-87%[inhibitor][57.5 µM]
55	O=C(Cn1cnc2ccccc2c1=O)Nc1ccc(N2CCOCC2)cc1	13%	i	-4	-2%	-6%	-18	-0.2	i
56	CCOC(=O)C1CCN(c2c(N(C)Cc3ccco3)c(=O)c2=O)CC1	10%	i	-26	0%	1%	-6	0.4	-20%
57	O=C(CN1C(=O)CCSc2ccccc21)Nc1ccc2c(c1)OCCO2	7%	/	-21	0%	-9%	-10	-5.2	i
58	Cc1cc(C(=O)CSc2nnc(Nc3ccccc3F)s2)c(C)n1CC1CCCO1 (stereo not drawn)	16%	i	4	-1%	-1%	1	-5.6	-33%
59	OC(c1ccccc1)(c1ccccc1)C1CCN(C(=S)NC2CCCC2)CC1	13%	i	-12	1%	-15%	-3	-21	i

The list is partial; the hit share may differ from the screen's.
